Screening data: PubChem, National Center for Advancing Translational Sciences (NCATS)
Pol iota inh: inhibitors of human DNA polymerase iota | Potency, µM (series often up to 115 µM), for the others: at the highest dose activity, negative = inhibition, most hits filed as inhibitors | actives 1% (n = 390,000) | AID 588590 | Q9UNA4 | Pol iota fluorescent replication assay, 10 min; also: potency is read from the fitted curve at half-maximal effect
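Fluorescent replication assay read twice, at 0 min and 10 min after adding 50 nM (final) substrate. Enzyme (10 nM) and compounds were first incubated 15 min at room temperature; enzyme-free buffer wells were negative controls.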
Pol kappa inh: blocks human DNA polymerase kappa activity; Q9UBT6; purified Pol kappa, fluorescent DNA synthesis assay, 10 min; Potency, µM (highest dose often 107 µM), for inactives: at the top dose activity, negative = inhibition, usual class: inhibitors; actives 0.53% (n = 400,000); also: potency is read from the fitted curve at half-maximal effect; % is scaled to controls: 0 for no effect and ±100 for the full control effect
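10 nM Pol kappa was preincubated with compounds for 15 min at room temperature. Reaction started with 50 nM (final) substrate. Fluorescence read kinetically at 0 and 10 min.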
Anesthetic bind: binds horse apoferritin like a general anesthetic; Potency, µM (titrated, usually from 77.5 µM), inactives show top-dose activity change, negative = displacement, most hits filed as inhibitors; P02791; apoferritin/1-aminoanthracene competitive binding, fluorescence; actives 0.074% (n = 350,000); AID 485281; also: potency is read from the fitted curve at half-maximal effect; % is scaled to controls: 0 for no effect and ±100 for the full control effect; nearly all actives have a fitted effect of over 20% in size
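Horse-spleen apoferritin (10 uM) was mixed with 50% saturated 1-aminoanthracene in PBS, exposed to compounds for 10 min at room temperature, and read for fluorescence (ex 380 nm, em 535 nm). Competitive displacement was fitted with a four-parameter Hill equation.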
APE1 inh: blocks human APE1 abasic DNA cleavage | P27695 | Potency, µM (doses to about 65.8 µM), inactives show at the highest dose activity change, negative = inhibition, actives largely listed as inhibitors | actives 0.35% (n = 350,000) | recombinant APE1, TAMRA/BHQ-2 abasic DNA cleavage fluorescence | AID 2517;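 also: potency is read from the fitted curve at half-maximal effect; plate controls were vehicle for no effect and reference inhibitor for full effect; nearly all actives have a fitted effect of over 55% in size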
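Endonuclease cleavage of a quenched abasic-site DNA duplex (50 nM) by APE1 (0.75 nM) was tracked by TAMRA dequenching. Compounds were preincubated with enzyme 15 min at room temperature; data normalized to buffer-only and DMSO wells plus NSC13755 control.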
BLM helicase inh: Bloom syndrome helicase (human) inhibition. recombinant BLM DNA unwinding, fluorescence dequenching. P54132. Potency, µM (series often up to 56.1 µM), for the others: at the top dose activity change, negative = inhibition, usual class: inhibitors. actives 0.2% (n = 350,000). AID 2528;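 also: potency is read from the fitted curve at half-maximal effect; plate controls were vehicle for no effect and no enzyme for full effect; nearly all actives have a fitted effect of over 35% in size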
Target sequence (P54132 whole entry, looked up): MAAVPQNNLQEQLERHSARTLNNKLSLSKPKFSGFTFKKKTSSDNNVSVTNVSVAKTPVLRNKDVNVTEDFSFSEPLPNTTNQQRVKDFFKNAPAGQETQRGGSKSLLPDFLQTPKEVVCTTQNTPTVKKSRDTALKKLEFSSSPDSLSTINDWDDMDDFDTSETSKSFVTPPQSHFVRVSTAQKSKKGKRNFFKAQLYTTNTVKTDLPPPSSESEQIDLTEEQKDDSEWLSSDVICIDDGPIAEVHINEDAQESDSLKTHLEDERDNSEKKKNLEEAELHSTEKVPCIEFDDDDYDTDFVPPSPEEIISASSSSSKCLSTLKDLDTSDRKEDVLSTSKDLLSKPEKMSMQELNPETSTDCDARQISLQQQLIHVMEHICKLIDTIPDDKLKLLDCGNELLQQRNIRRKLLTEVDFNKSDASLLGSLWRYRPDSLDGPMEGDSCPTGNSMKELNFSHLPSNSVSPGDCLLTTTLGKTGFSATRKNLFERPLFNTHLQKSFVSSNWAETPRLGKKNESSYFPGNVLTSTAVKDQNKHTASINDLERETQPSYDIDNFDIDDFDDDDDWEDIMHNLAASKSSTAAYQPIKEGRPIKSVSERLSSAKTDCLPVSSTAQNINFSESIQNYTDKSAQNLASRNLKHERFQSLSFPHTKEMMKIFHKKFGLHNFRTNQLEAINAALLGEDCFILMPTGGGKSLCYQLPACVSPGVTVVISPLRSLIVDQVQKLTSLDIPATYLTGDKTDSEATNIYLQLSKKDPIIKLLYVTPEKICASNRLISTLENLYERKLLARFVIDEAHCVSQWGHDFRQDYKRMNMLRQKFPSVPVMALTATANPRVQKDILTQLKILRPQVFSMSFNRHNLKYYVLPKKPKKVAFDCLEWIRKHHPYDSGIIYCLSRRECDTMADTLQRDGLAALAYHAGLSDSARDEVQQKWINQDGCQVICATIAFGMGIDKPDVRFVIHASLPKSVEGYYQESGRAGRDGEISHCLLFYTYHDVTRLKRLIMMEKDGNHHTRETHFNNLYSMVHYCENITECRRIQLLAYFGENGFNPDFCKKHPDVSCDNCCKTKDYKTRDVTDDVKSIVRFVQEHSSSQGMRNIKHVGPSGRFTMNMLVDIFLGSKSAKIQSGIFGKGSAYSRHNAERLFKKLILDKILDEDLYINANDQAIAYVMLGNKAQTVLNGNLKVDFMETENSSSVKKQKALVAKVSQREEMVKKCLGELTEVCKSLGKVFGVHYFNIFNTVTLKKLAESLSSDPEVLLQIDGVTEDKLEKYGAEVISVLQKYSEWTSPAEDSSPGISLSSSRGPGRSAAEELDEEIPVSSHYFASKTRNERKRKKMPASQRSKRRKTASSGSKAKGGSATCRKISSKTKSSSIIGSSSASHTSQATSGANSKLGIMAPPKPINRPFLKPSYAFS
LDHA inh: LDHA (human) enzyme inhibition. P00338. purified LDHA, NADH/diaphorase-resazurin fluorescence; stronger effect = lower value. activity change, % (values are at about 110 or 230 µM). actives 0.15% (n = 480,000). AID 1347041; in the data active = activity change below about -30%; inconclusive = mostly about -25% to -30%;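 also: plate controls were DMSO wells for no effect and wells without enzyme for full effect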
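Human LDH5 (2 nM) was incubated with 0.06 mM NADH and 0.2 mM pyruvate for 5 min at room temperature in Tris pH 7.4. Remaining NADH was coupled through diaphorase/resazurin, and resorufin fluorescence was read at 0 and 20 min.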
POLH inh: DNA polymerase eta (human) inhibition; Potency, µM (series often up to 114 µM), without a hit: at the top dose activity change, negative = inhibition, usual class: inhibitors; actives 1.2% (n = 390,000); recombinant Pol eta, fluorescent DNA replication assay; Q9Y253; also: potency is read from the fitted curve at half-maximal effect; % is scaled to controls: 0 for no effect and ±100 for the full control effect
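Pol eta at 10 nM preincubated with compounds 15 min at room temperature; reaction started with fluorescent substrate (50 nM final) and read kinetically at 0 and 10 min.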
Pol beta inh: DNA polymerase beta (human) inhibition | P06746 | Pol beta primer extension/strand displacement, fluorescence kinetic | Potency, µM (series often up to 114 µM), without a hit: top-dose activity change, negative = inhibition, hits mostly inhibitors | actives 1.3% (n = 340,000) | AID 485314; also: potency is read from the fitted curve at half-maximal effect; % is scaled to controls: 0 for no effect and ±100 for the full control effect
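Reaction started by 50 nM substrate onto compound-treated Pol beta (10 nM, 15 min preincubation, room temperature); plates read at 0 min and 10 min. Normalized concentration-effect data fitted by four-parameter Hill equation.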
GRP78 ERSR act: induces the endoplasmic reticulum stress response in human glioma cells | Potency, µM, for inactives: at the top dose activation, hits mostly activators | U87-MG GRP78 promoter luciferase reporter, 16 h | actives 0.02% (n = 420,000) | AID 602332; also: potency is read from the fitted curve at half-maximal effect; series mostly up to about 76 µM; % of control where 0% means no effect; nearly all actives have a fitted effect of over 35% in size
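ERSR induction read as luciferase luminescence (Bright-Glo, 10 min at room temperature) in stably transfected human U87-MG glioma cells exposed to compounds for 16 h, using GRP78 as sensor.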
* marks the source's active call; other numbers are inactive results; ? = inconclusive; nt = not tested or not shown; & = joins results of further samples; [ ] = remark or other dose. Unless noted, calls follow the shape of the dose curve; as a rule, active = well fitted curve in the direction sought with a large enough effect; inconclusive = small, poorly fitted or top-dose-only effect, or another doubt; inactive = no such curve, though single readings can be large; an effect the other way counts as inactive or inconclusive. Some of the compounds tested; rates above refer to the full screens.

1	COc1ccccc1C(=O)Nc1ccnn1C1CCN(C2CCSCC2)CC1
2	COc1ccc([C@@]2(C(C)C)ON(c3ccccc3C(F)(F)F)C2=O)cc1
3	CN(C(=O)COC(=O)c1ccc(=O)n(Cc2ccccc2)n1)C1CCCCC1
4	COc1ccc(CNC(=O)Cn2ncc3c([nH]c4ccccc43)c2=O)cc1
5	CC(=O)Nc1ccc(S(=O)(=O)NCC(=O)OCC(=O)NC23CC4CC(CC(C4)C2)C3)cc1
6	O=S(=O)(NCc1ccc(F)cc1)c1ccc2[nH]c3c(c2c1)CCCC3

entry no.,1,2,3,4,5,6
Pol iota inh,3%,-15%,9%,14%,5%,10%
Pol kappa inh,-6%,-15%,3%,2%,-12%,-13%
Anesthetic bind,5%,nt,nt,-9%,?,-13%
APE1 inh,24%,1%,17%,nt,9%,nt
BLM helicase inh,1%,nt,nt,-1%,3%,-16%
LDHA inh,0,6,-3,-3,-5,-1
POLH inh,-15%,-15%,-6%,-6%,-12%,-22%
Pol beta inh,14%,nt,nt,3%,9%,-13%
GRP78 ERSR act,1%,-4%,-6%,-5%,-3%,16%

Among those listed so far, these have a halogen:
2	COc1ccc([C@@]2(C(C)C)ON(c3ccccc3C(F)(F)F)C2=O)cc1
6	O=S(=O)(NCc1ccc(F)cc1)c1ccc2[nH]c3c(c2c1)CCCC3

entry no.,2,6
Pol iota inh,-15%,10%
Pol kappa inh,-15%,-13%
Anesthetic bind,nt,-13%
APE1 inh,1%,nt
BLM helicase inh,nt,-16%
LDHA inh,6,-1
POLH inh,-15%,-22%
Pol beta inh,nt,-13%
GRP78 ERSR act,-4%,16%

Back to the main list; the two compounds before the break are reprinted first.
5	CC(=O)Nc1ccc(S(=O)(=O)NCC(=O)OCC(=O)NC23CC4CC(CC(C4)C2)C3)cc1
6	O=S(=O)(NCc1ccc(F)cc1)c1ccc2[nH]c3c(c2c1)CCCC3
7	COc1cccc(CCc2nnc(CCC(=O)NC(C)c3c(C)nn(C)c3C)o2)c1 (centres undefined)
8	CCCN(C(=O)Cn1c(=O)oc2cc(Cl)ccc21)c1ccc(C(C)C)cc1
9	CCn1cc(C(=O)N2CCN(C3CCCCC3)CC2)c2cc(OC)c(OC)cc2c1=O
10	CC12c3ccccc3C(c3ccccc31)C1C(=O)N(c3ccncc3)C(=O)C12 (centres undefined)
11	COC(=O)c1[nH]c2cc(OC)ccc2c1NC(=O)CCN1CCSCC1
12	Cc1nsc(Nc2ccc([N+](=O)[O-])cc2)c1C#N

entry no.,5,6,7,8,9,10,11,12
Pol iota inh,5%,10%,42%[activator],8%,?,-1%,7%,-12%
Pol kappa inh,-12%,-13%,-10%,-8%,-10%,1%,-12%,-1%
Anesthetic bind,?,-13%,-2%,70%[activator],-2%,-14%,-7%,-3%
APE1 inh,9%,nt,6%,nt,5%,-3%,-7%,0%
BLM helicase inh,3%,-16%,-1%,-7%,-5%,-3%,-2%,-1%
LDHA inh,-5,-1,-11,3,-3,-1,-3,0
POLH inh,-12%,-22%,-14%,-15%,-9%,-14%,-5%,-18%
Pol beta inh,9%,-13%,20%,?,1%,-26%,8%,?
GRP78 ERSR act,-3%,16%,-1%,-4%,-1%,-1%,-2%,0%

13	CCOc1ccc2c(c1)c(=O)c(S(=O)(=O)c1ccc(C)cc1)cn2Cc1ccccc1Cl
14	C=CCNc1oc(-c2ccc(Cl)cc2)nc1C#N
15	Cc1c(C(=O)N2CCN(C(c3ccccc3)c3ccccc3)CC2)oc2ccccc12
16	O=C(COC(=O)c1cncc(Br)c1)Nc1nnc(-c2ccccc2)o1
17	CN(c1ncc(C(F)(F)F)cc1Cl)N1C(=O)C2ONC3(C(=O)CC(C)(C)CC3=O)C2C1=O (centres undefined)
18	CCN1C(C(=O)c2ccccc2)=C(OC(=O)COc2ccc(OC)cc2)c2ccccc2S1(=O)=O

entry no.,13,14,15,16,17,18
Pol iota inh,-12%,32%[activator],-13%,?,52%[activator],12%
Pol kappa inh,-7%,-20%,-19%,?,4%,13%
Anesthetic bind,?,nt,nt,nt,-19%,-14%
APE1 inh,nt,-8%&26%,1%,nt,-7%,nt
BLM helicase inh,-5%,nt,nt,nt,-9%,-6%
LDHA inh,-1,4,-8,-11,-1,-1
POLH inh,4%,-3%,-6%,40µM*,-24%,-14%
Pol beta inh,0%,nt,nt,nt,7%,0%
GRP78 ERSR act,-3%,-1%,-5%,-4%,-1%,-2%

19	CCn1c(COc2ccccc2)nnc1SCC(=O)CC(=O)Nc1ccccc1OC
20	CCOc1ccc(NC(=O)Cn2c(=O)n(CCc3ccccc3)c(=O)c3c4c(sc32)CN(C(C)=O)CC4)cc1
21	COc1ccccc1CNC(=O)C1CC(c2cccc([N+](=O)[O-])c2)=NO1 (centres undefined)
22	CCO[C@H]1OC(C(=O)N2CCN(Cc3ccc4c(c3)OCO4)CC2)=C[C@@H](C)[C@@H]1CCCO
23	Cc1ccc(N(C(=O)c2snc(C(N)=O)c2N)C(C(=O)NCC2CCCO2)c2c[nH]c3ccccc23)cc1 (centres undefined)
24	Cc1ccc(SCC(=O)NC2CCCCCC2)cc1

entry no.,19,20,21,22,23,24
Pol iota inh,-2%,37%[activator],28%,5%,38%[activator],58%[activator]
Pol kappa inh,?,11%,-9%,-4%,-24%,-6%
Anesthetic bind,?,38%[activator],?,1%,-15%,-22%
APE1 inh,-5%,nt,3%,2%,-4%,-16%
BLM helicase inh,-12%,-3%,-4%,-2%,-7%,-1%
LDHA inh,-11,2,-10,-2,-2,-4
POLH inh,-12%,-13%,-3%,-3%,?,-15%
Pol beta inh,-22%,8%,22%,-23%,-2%,5%
GRP78 ERSR act,-1%,-1%,2%,-4%,5%,2%

25	Cn1c(SCCCC(=O)c2ccc(F)cc2)nnc1-c1ccncc1
26	CCOC(=O)c1c(NC(=O)CSc2nnc(CNC(=O)c3ccco3)n2C)sc2c1CCC2
27	Cc1ccc(-c2csc(N3CCC(C(N)=O)(N4CCCCC4)CC3)n2)cc1
28	COc1ccc(NC(=O)c2c(-c3ccccc3)c(-c3ccccc3)nn(C)c2=O)c(OC)c1
29	O=C(NCc1ccccc1)c1ccccc1C(=O)c1ncc[nH]1
30	Cc1nnc(SCc2nc3sc(C(=O)O)c(C)c3c(=O)[nH]2)s1

entry no.,25,26,27,28,29,30
Pol iota inh,11%,-1%,11%,8%,76%[activator],20µM*
Pol kappa inh,-8%,-17%,3%,2%,-1%,89µM*
Anesthetic bind,-8%,-19%,0%,?,-2%,6%
APE1 inh,2%,-4%,-3%,nt,-3%,?
BLM helicase inh,-3%,3%,1%,0%,-4%,-11%
LDHA inh,-6,6,0,4,-6,-3
POLH inh,-10%,-4%,-18%,-2%,16%,22µM*
Pol beta inh,1%,25%,22%,2%,0%,0%
GRP78 ERSR act,-3%,-1%,0%,-2%,-1%,-4%

Compound profiles (already shown). Values in the order: Pol iota inh	Pol kappa inh	Anesthetic bind	APE1 inh	BLM helicase inh	LDHA inh	POLH inh	Pol beta inh	GRP78 ERSR act
O=C(NCc1ccccc1)c1ccccc1C(=O)c1ncc[nH]1 as listed: 76%[activator]	-1%	-2%	-3%	-4%	-6	16%	0%	-1%
Cc1ccc(-c2csc(N3CCC(C(N)=O)(N4CCCCC4)CC3)n2)cc1 as listed: 11%	3%	0%	-3%	1%	0	-18%	22%	0%

(continued)
31	COc1ccccc1CNC(=O)c1ccc(-c2ccccc2)cc1
32	O=C(O)c1ccccc1Nc1ccc([N+](=O)[O-])c2nonc12
33	COc1ccc(CCn2nnnc2C(CC(C)C)N2CCC(C(N)=O)CC2)cc1OC (centres undefined)
34	COc1ccccc1N1CCN(C(=O)Cn2nc3n(C)c4ccccc4n3c(=O)c2=O)CC1
35	CNCC(=O)Nc1c(C)n[nH]c1C
36	CC(=O)O[C@H]1C(=O)[C@@]2(C)[C@H]([C@H](OC(=O)c3ccccc3)[C@]3(O)C[C@H](OC(=O)[C@H](O)[C@@H](NC(=O)c4ccccc4)c4ccccc4)C(C)=C1C3(C)C)[C@]1(OC(C)=O)CO[C@@H]1C[C@@H]2O

entry no.,31,32,33,34,35,36
Pol iota inh,37%[activator],-12%,1%,nt,118%[activator],8%&11%
Pol kappa inh,3%,?,0%,nt,-8%,-22%
Anesthetic bind,3%,0%,-5%,-6%,7%,nt
APE1 inh,13%,-1%,5%,2%,-1%,8%&-2%
BLM helicase inh,3%,-10%,1%,-8%,-15%,1%&-7%
LDHA inh,-3,10,-4,nt,2,-9&-1
POLH inh,-15%,-12%,-8%,nt,-9%,-8%
Pol beta inh,-1%[57.1 µM],-1%,-1%,1%,36%,nt
GRP78 ERSR act,2%,-3%,-4%,nt,-3%,-1%&-5%&-4%&-4%

37	COc1ccc(CNc2nc(=S)[nH]c3cc(OC)c(OC)cc23)cc1
38	CCCN1C(=O)CC(Sc2ncccc2C(=O)O)C1=O (centres undefined)
39	CCOc1ccc(-c2nnc3ccc(SC(C)C)nn23)cc1
40	Cc1nnc(NC(=O)CSc2nnc(C)n2-c2ccc(F)cc2)s1
41	O=C(O)c1ccc(C(=O)c2ccc3c(c2)C(=O)N(CCO)C3=O)cc1
42	Cc1cccc(N2CCN(C(=O)c3cccc(S(=O)(=O)N4CCOCC4)c3)CC2)c1C

entry no.,37,38,39,40,41,42
Pol iota inh,18%,-8%,18%,12%,0%,125%[activator]
Pol kappa inh,-8%,-16%,-1%,7%,8%,-6%
Anesthetic bind,-14%,-6%,-10%,-1%,-2%,nt
APE1 inh,-18%,-2%,-4%,-2%,-5%,-2%
BLM helicase inh,-1%,-1%,0%,1%,-3%,nt
LDHA inh,-19,-8,0,-1,0,-4
POLH inh,-23%,-3%,-4%,-11%,-5%,-21%
Pol beta inh,?,6%,1%,0%,?,nt
GRP78 ERSR act,-2%,-2%,-3%,-3%,-4%,-3%
